D1 potentiator: Potentiators of Human D1 Dopamine Receptor: qHTS | HEK293 TREx D1 cells, calcium flux, dopamine EC20 potentiation | potentiation, % at 10 µM | actives 0.036% (n = 360,000); in the data active means potentiation above about 30%; further: 0% is about no effect
Target sequence (P21728 whole entry, looked up): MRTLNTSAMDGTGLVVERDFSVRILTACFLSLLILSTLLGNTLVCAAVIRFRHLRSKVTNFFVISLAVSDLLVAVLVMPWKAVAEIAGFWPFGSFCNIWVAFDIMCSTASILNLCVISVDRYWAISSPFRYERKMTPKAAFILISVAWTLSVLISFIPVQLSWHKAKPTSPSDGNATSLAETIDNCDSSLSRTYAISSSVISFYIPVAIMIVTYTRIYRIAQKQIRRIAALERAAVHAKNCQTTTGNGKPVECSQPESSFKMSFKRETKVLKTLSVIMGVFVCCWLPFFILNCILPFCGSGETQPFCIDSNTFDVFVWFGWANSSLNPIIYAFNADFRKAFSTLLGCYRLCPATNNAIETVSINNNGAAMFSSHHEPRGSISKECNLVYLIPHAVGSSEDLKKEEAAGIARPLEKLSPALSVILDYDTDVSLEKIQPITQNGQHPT
D2 PAM: HTS Assay for Positive Allosteric Modulators of the Human D2 Dopamine Receptor: Primary Screen for Potentiators | D(2) dopamine receptor (Homo sapiens), P14416 | HEK293 T-REx D2, calcium flux, EC20 dopamine potentiation | potentiation, % at 10 µM | actives 0.34% (n = 340,000);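 active means potentiation over 3 SD above the plate norm, cut at about 30% in these data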; further: 0% is about no effect
Target sequence (P14416 whole entry, looked up): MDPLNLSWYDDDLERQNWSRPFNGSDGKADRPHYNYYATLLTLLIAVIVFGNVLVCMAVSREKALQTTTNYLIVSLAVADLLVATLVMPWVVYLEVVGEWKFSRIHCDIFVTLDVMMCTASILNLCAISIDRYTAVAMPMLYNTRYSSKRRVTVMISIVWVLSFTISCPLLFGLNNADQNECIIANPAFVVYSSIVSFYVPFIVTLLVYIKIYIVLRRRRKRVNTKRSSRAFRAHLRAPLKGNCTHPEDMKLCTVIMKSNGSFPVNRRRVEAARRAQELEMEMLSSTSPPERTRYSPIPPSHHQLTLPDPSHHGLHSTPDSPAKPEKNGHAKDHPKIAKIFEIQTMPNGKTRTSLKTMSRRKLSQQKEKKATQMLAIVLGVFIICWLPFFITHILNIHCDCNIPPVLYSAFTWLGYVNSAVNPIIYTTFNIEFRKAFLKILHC
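Cells plated with tetracycline inducer and held overnight at 30 C; calcium dye loaded 30–90 min at room temperature; baseline taken, compound added and read 180 s; EC20 dopamine then added and read 180 s.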
D1 antagonist: Antagonist of Human D 1 Dopamine Receptor: qHTS. activity change, negative = inhibition, % at 10 µM. actives 3.2% (n = 360,000). D(1A) dopamine receptor (Homo sapiens), P21728. HEK293 TREx D1 cells, calcium flux, dopamine EC80; stronger effect = lower value; in the data active means activity change below about -30%; further: on the % scale 0 is the no-effect control and ±100 the full control effect
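Using tetracycline-induced force-coupled D1 Hek293 cells and a calcium dye, signals were followed for 180 s after compound, then for 180 s after EC80 dopamine, to detect inhibitors.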
Apoferritin bind: qHTS Assay for Identification of Novel General Anesthetics; Ferritin light chain (Equus caballus), P02791; apoferritin/1-aminoanthracene competitive binding, fluorescence; Potency, µM (series often up to 77.5 µM), for the others: at the highest dose activity change, negative = displacement, actives largely listed as inhibitors; actives 0.074% (n = 350,000); further: potency means the concentration at half of the fitted maximal effect; on the % scale 0 is the no-effect control and ±100 the full control effect; nearly all actives have a fitted effect of over 20% in size
Target sequence (P02791 2-175 limits assumed): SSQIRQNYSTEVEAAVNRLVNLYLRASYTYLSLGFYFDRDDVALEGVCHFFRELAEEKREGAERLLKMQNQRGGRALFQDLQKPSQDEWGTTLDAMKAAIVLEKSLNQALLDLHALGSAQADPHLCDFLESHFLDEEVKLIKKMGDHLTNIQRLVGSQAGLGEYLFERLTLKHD
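Apoferritin-based anesthetic binding model; compound displacement of fluorescent 1-AMA measured as endpoint fluorescence after 10 minutes at room temperature, scaled to free-ligand and complex controls.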
RXFP1 antag: qHTS Assay for Antagonists of the Relaxin Receptor RXFP1 | activity change, negative = inhibition, % at 57.5 µM | actives 0.59% (n = 350,000) | HEK293-RXFP1, relaxin-stimulated cAMP HTRF, 30 min; stronger effect = lower value | Relaxin receptor 1 (Homo sapiens), Q9HBX9;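 active means activity change of -60% or lower, but not beyond a set lower limit; inconclusive means change between -60% and -40%, or beyond the set limit; inactive means change above -40%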; further: on the % scale 0 is the no-effect control and ±100 the full control effect
RXFP1 agonist: qHTS Assay for Agonists of the Relaxin Receptor RXFP1. HEK293T-RXFP1 cAMP TR-FRET, 30 min; response scale: percent of porcine relaxin response, buffer zero. Potency, µM (titrated, usually from 57.5 µM), for the others: top-dose activation, usual class: activators. actives 0.3% (n = 370,000). AID 2676, 2010; further: potency means the concentration at half of the fitted maximal effect; on the % scale 0 is the no-effect control and ±100 the full control effect; nearly all actives have a fitted effect of over 60% in size; many of its hits are not listed in these tables
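HEK293 cells stably expressing RXFP1, treated 30 min at 37C with compounds plus PDE4 inhibitor Ro 20174; cAMP measured by HTRF TR-FRET. Normalized to buffer and 29 nM porcine relaxin; EC50 by Hill fit.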
D1 agonist: Allosteric Agonists of the Human D1 Dopamine Receptor: qHTS | activation, % at 2 µM | actives 1% (n = 360,000) | HEK293 T-REx D1 cells, calcium flux, agonist mode | D(1A) dopamine receptor (Homo sapiens), P21728; in the data active means activation above about 30%; further: 0% is about no effect
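Tetracycline-induced HEK293 TREx D1 cells, force-coupled to calcium signalling, were dye-loaded with a no-wash calcium kit. Compound was pin-added after a 10 s baseline. Fluorescence was read kinetically at 1 cycle/s for 180 s, with calcium rises flagged as agonism.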
TRHR PAM: qHTS for Small Molecule Agonists and Allosteric Enhancers of Human TRH Receptor: Primary Screen for Enhancers. TRHR cells, fluo-8 calcium fluorescence, EC20 TRH enhancement. enhancement, % at 2 µM. actives 0.66% (n = 360,000). AID 493056, 2011; in the data active means enhancement above about 30%; further: 0% is about no effect
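TRHR-expressing cells loaded with fluo-8 calcium dye were read kinetically (ex 480/em 530) during compound addition, then stimulated with an EC20 of TRH (10 nM final). Enhancement of the Gq-mediated intracellular calcium response was scored.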
TRHR ag: qHTS for Small Molecule Agonists and Allosteric Enhancers of Human TRH Receptor: Primary Screen for Agonists. TRHR cells, calcium flux fluo-8, FDSS agonist mode. activation, % at 2 µM. actives 0.18% (n = 360,000). AID 493084, 2011; in the data active means activation above about 30%; further: 0% is about no effect
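Agonist-mode FDSS calcium read (Ex 480/Em 530, 1 s cycles) in 1536-well TRHR cells with fluo-8 dye, after 10-cycle baseline and 23 nL compound addition; TRH at EC20 (10 nM final) added afterwards for the enhancer phase.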
An asterisk follows results filed as active; u = inconclusive; x = not tested or not shown; & = joins results of further samples; [ ] = dose if it differs, or a comment. Unless noted, the call rests on the fitted dose curve; in most records, active means well fitted curve in the direction sought with a large enough effect; inconclusive means small, poorly fitted or top-dose-only effect, or another doubt; inactive means no such curve, though single readings can be large; an effect the other way counts as inactive or inconclusive. A portion of the library, so the mix of outcomes need not match the whole.

Structure,TRHR ag,TRHR PAM,D1 agonist,D2 PAM,D1 antagonist,RXFP1 antag,Apoferritin bind,RXFP1 agonist,D1 potentiator
O=C(OCC(=O)N1CCCC1)c1c(Cl)ccc(Cl)c1Cl,0.1,9,2,4,15,-9,7%,1.1%,-9
CCN(CC)CC#CCC(OC)(c1ccccc1)c1ccccc1,-0.4,-4,2,-11,1,5,-11%,2.3%,-3
COc1ccc2c(c1)[nH]c1c(N3CCSCC3)ncnc12,-0.7,5,20,-6,-14,u,-5%,-1.0%,5
COC(=O)c1ccc(NC(=O)C2CCN(C(=O)c3cc(OC)c(OC)c(OC)c3)CC2)cc1,0.3,8,3,x,-1,-4,-10%,2.2%,-5
O=C(c1ccccc1)N(Cc1ccc(F)cc1)C1CCS(=O)(=O)C1 (centres undefined),-0.4,1,2,9,-5,-8,-6%,1.4%,-3
C=CCSC1=NNC(c2ccc(C(C)(C)C)cc2)=NN1,-0.6,-3,2,-7,-1,3,-10%,0.3%,-5
Cc1ccc(N2C(=O)CC(N3CCc4ccccc43)C2=O)cc1Cl (centres undefined),2.6,4,2,1,-12,1,-14%,0.9%,-11
O=C(NC1CCCC1)C(c1c[nH]c2ccccc12)N(C(=O)Cn1nnc(-c2ccc(Cl)cc2)n1)c1ccccc1 (centres undefined),1.3,3,3,-5,-4,4,-10%,-0.1%,0
COc1ccccc1CNC(=O)CCSCc1cccc(Cl)c1,-0.1,7,6,x,-1,3,0%,0.4%,-6
O=c1c(Cc2ccc(Cl)cc2Cl)c(O)ccn1CCCN1CCOCC1,-0.2,-3,-1,0,x,-2,0%,0.1%,-4
O=C(C1CCC1)N1CCC(O)(c2cccc(F)c2)CC1,-0.1,-1,2,3,7,-4,-6%,-0.3%,1
COC(=O)C1(C)Cc2cc(OC(C)=O)c(OC(C)=O)cc2N1 (centres undefined),0.7,-7,1,-6,-8,x,-3%,1.1%,-3
CCC1CN(C(=O)C2CCN(S(=O)(=O)c3c(C)noc3/C=C/c3ccc(C)cc3)CC2)c2cc(C)ccc2O1 (centres undefined),0.1,3,7,-8,7,-14,9%,1.6%,-1
CCOC(=O)c1ccc2ncc(C(=O)OCC)c(NCc3ccco3)c2c1,-0.4,-7,4,2,16,-13,-15%,2.5%,-11
CCO/C(C)=C1/SC(=S)NC1=O,0.6,6,5,0,1,11,-4%,-1.8%,5
CCOc1ccc(S(=O)(=O)NCCc2csc(-c3ccc(Cl)cc3)n2)cc1,-0.2,-1,11,-9,-4,-7,0%,19%,-2
CN1C=C(C(F)(F)F)C=C/C1=C(\C#N)c1nnc2n1CCCCC2,0.2,-4,5,-6,34,14,-19%,0.3%,-1
Cc1cc(C)c(NC(=S)N(CCc2ccncc2)C(C)C)c(C)c1,-2.0,2,6,5,-3,4,-1%,-1.2%,-1
Cn1cccc1C1(C(F)(F)F)NCCNC1=O (centres undefined),0.3,51*,1,4,0,-7,-1%,0.3%,-1
COc1cccc(/C=N/NC(=S)NC2CC3CCC2C3)c1OC (centres undefined),0.2,-10,5,-7,-1,-6,2%,-1.7%,-1
O=C(OCc1nc2scc(-c3ccccc3)c2c(=O)[nH]1)c1ccco1,-0.1,-3,2,-2,-8,-13,x,0.8%,-7
CCOc1ccc2ccccc2c1/C=N/NC(=O)c1cc(C)[nH]n1,-1.0,-2,0,9,-2,-13,66%[activator],1.2%,8
CC(C)c1ccc(Nc2cnn(C34CC5CC(CC(CC(=O)O)(C5)C3)C4)c(=O)c2Cl)cc1,0.8,-10,0,-1,-1,4,-10%,0.0%,-1
O=C(OCC(=O)N1CCC(Cc2ccccc2)CC1)c1ccc[nH]c1=O,0.9,5,1,13,11,-18,-1%,0.5%,-2
C=CCN1C(=O)C2C(C(=O)NC)C3(C)C=CC2(O3)C1C(=O)NCc1ccc(OC)cc1 (centres undefined),3.1,-18,1,-9,7,-9,-3%,1.8%,-3
COC(=O)COc1ccc(/C=C2/SC(=O)N(CC(=O)N3CCCC3)C2=O)cc1Br,-0.3,-3,2,16,1,7,-20%,-0.1%,4
O=C(CCn1nc(-c2ccc(Cl)cc2)c2ccccc2c1=O)Nc1ccc(OC(F)(F)F)cc1,-1.5,0,-1,-3,-4,-6,44%[activator],5.9%,2
Fc1ccc(CN2C3=NCCCN3c3ccccc32)cc1,1.1,0,1,-1,14,6,-1%,4.9%,-7
O=C(NCc1ccc(N2CCCC2=O)cc1)c1cccc(Cl)c1,-0.2,-1,0,-7,-4,-4,-12%,-0.3%,-5
CC(=O)c1c(C(C)=O)c(C)n(Cc2ccc3c(c2)OCO3)c1C,0.3,-6,11,-2,-9,-4,-17%,1.1%,-3

Compounds shown so far containing two or more sulfur atoms:
Structure,TRHR ag,TRHR PAM,D1 agonist,D2 PAM,D1 antagonist,RXFP1 antag,Apoferritin bind,RXFP1 agonist,D1 potentiator
CCO/C(C)=C1/SC(=S)NC1=O,0.6,6,5,0,1,11,-4%,-1.8%,5
CCOc1ccc(S(=O)(=O)NCCc2csc(-c3ccc(Cl)cc3)n2)cc1,-0.2,-1,11,-9,-4,-7,0%,19%,-2

Additional entries:
Structure,TRHR ag,TRHR PAM,D1 agonist,D2 PAM,D1 antagonist,RXFP1 antag,Apoferritin bind,RXFP1 agonist,D1 potentiator
COc1ccc(CNC(=O)c2c(C)oc3c2C(=O)c2ccccc2C3=O)cc1,-0.5,-5,-2,5,11,x,-16%,0.9%,0
Cc1cc(N=Nc2ccc(C)c(N=Nc3cc(C)c(N)cc3N)c2)c(N)cc1N,-1.0,7,1,2,21,2,2%,-0.1%,-10
CC(=O)c1c(C)[nH]c(C(=O)Nc2nc(C)cs2)c1C,1.0,-4,1,-1,-5,-19,3%,4.2%,2
COC(=O)c1ccc(NC(=O)CCS(=O)(=O)c2ccc3c(c2)NC(=O)C(C)S3)cc1 (centres undefined),0.4,5,3,-2,-12,-12,-17%,-0.5%,1
Cc1nc(NC(=O)CSc2nc3cccnc3n2Cc2ccccc2)sc1C,-0.5,-5,-2,5,-3,2,10%,-0.2%,0
CCOc1ccc(C(=O)N2CCN(Cc3cc(=O)n4nc(-c5ccccc5Cl)sc4n3)CC2)cc1,-0.1,6,-1,-6,8,x,3%,-0.8%,-1
COc1cnn(-c2ccccc2)c(=O)c1SCc1ccc(Cl)c(Cl)c1,0.8,-6,2,-3,-8,-3,u,0.5%,-13
N=C1S/C(=C\c2ccco2)C(=O)N1c1ccc2c(c1)OCO2,-0.7,2,0,-6,0,u,u,0.6%,-8
O=C(Nc1cccc(S(=O)(=O)N2CCOCC2)c1)c1ccc2c(=O)n3c(nc2c1)CCCCC3,-0.5,-2,1,13,3,-33,-19%,5.3%,-4
Cc1nnc(SCCN2CCOCC2)n1C,0.0,3,2,0,-4,x,9%,0.0%,-5
CN(Cc1nc(-c2cnccn2)no1)CC1(c2ccccc2)CC1(C)C (centres undefined),-0.1,10,5,23,1,4,u,-2.0%,6
COc1c(Cl)cnn(-c2ccccc2)c1=O,-0.1,-4,1,x,2,3,-6%,0.9%,-2
CCc1ccccc1N1CC(c2nc3ccccc3n2CCC2CCCCC2)CC1=O (centres undefined),-0.3,-9,12,-2,26,x,48%[activator],-0.6%,4
O=C1N(c2ccc3c(c2)OCCO3)C(c2ccccc2)C1(F)F (centres undefined),-0.4,-7,3,5,-1,2,-11%,1.3%,-1
CCc1cc2c(SCC(=O)Nc3cc(C)on3)ncnc2s1,0.4,3,2,2,-5,1,-4%,15%,-8
O=C(NC(=S)NC1CCCc2ccccc21)c1ccco1 (centres undefined),2.4,4,4,5,6,u,-23%,-1.8%,-8
Cc1[nH][nH]c(=O)c1C=NCc1ccc(Cl)cc1,0.5,-1,2,5,10,10,-11%,1.3%,-4
COc1ccccc1NC(=O)Cn1cnc2c(oc3ccccc32)c1=O,-0.8,17,17,28,-26,x,u,1.0%,x
COc1ccc(OCc2ccc(-c3nc4ccccc4c(=O)n3N)o2)cc1,-2.0,-4,1,x,-12,-18,u,1.1%,-5
CCOc1cc2[nH]c(=O)n(Cc3ccccc3)c(=O)c2cc1OCC,-0.1,-2,2,0,-4,-11,-2%,6.3%,-9
Cn1c(NCc2ccco2)nc2c1c(=O)n(Cc1ccc(Cl)cc1)c(=O)n2C,1.8,-3,-1,-1,5,-2,-3%,0.0%,-3
CSCCC(NC(=O)COc1ccccc1)C(=O)OC(C)C(=O)Nc1ccccc1C (centres undefined),1.0,0,0,2,6,-3,x,0.4%,0
O=C(CSc1nc2c([nH]c3ccccc32)c(=O)n1-c1ccc(Cl)cc1)N1CCOCC1,-0.6,-2,1,8,24,x,-5%,0.2%,-4
Cc1ccc(N2CC(C(=O)Nc3cc(C)on3)CC2=O)c(C)c1 (centres undefined),-0.1,-11,2,6,-3,0,5%,-1.8%,-2
O=C(N/N=C/c1nn(-c2ccccc2)cc1-c1ccc(Cl)cc1)c1ccncc1,-1.6,3,2,15,-10,x,-2%,-4.3%,-7
CCOc1ccccc1NC(=O)c1cccc2c1C(=O)N(C1CCCCC1)C2,0.1&-0.2,-6&3,1&-1,16&0,2&-9,3,-2%&-14%,-0.9%&2.8%,4&6
CCCCn1c(N)c(N(CC)C(=O)c2cccc(S(=O)(=O)N3CCN(C)CC3)c2)c(=O)[nH]c1=O,1.5,15,3,6,-3,-9,x,2.5%,0
Cc1cccc(NS(=O)(=O)c2nnc(NC(=O)C3CCCCC3)s2)c1,0.2&0.2,19&-2,1&2,11&-9,0&17,6&-29,-19%&-4%,3.2%&6.1%,-9&4
CCCCn1c(SCC(=O)Nc2cccc(OC)c2)nc2ccsc2c1=O,0.2,-6,3,9,5,-19,26%,1.6%,0

High-throughput results from PubChem.
